Screening results as filed in PubChem.
TTR transcr act – activators of transthyretin transcription | SH-SY5Y TTR promoter Gaussia luciferase, luminescence; 100% = recombinant luciferase protein wells | activation, % at 16.7 µM | hit rate 1.3% among 92,000 | AID 1117267;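 active = activation above the mean of all tested compounds plus 3 SD, cut at about 9.5% in these data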;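 also: cells exposed to compounds for one day before reading; 0% = median of all test compound wells on the plate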
The depositor's hits bear a star; & = joins results of further samples.

TTR transcr act	canonical_smiles
-1.3	O=C(CNc1cccc(C(F)(F)F)c1)N/N=C/c1cccc(Br)c1
4.2	CCOC(=O)N1CCN(C(=O)C2CCN(S(=O)(=O)c3ccc(OC)cc3)CC2)CC1
1.1	Cc1cccc(NC(=O)C2CCN(S(=O)(=O)c3cccc4nsnc34)CC2)c1
-1.0	O=C(NC1CCSc2ccccc21)c1ccc(C(F)(F)F)cc1 (stereo unspecified)
-0.4	CCN(C(=O)c1ccc(S(=O)(=O)N(C)C)cc1)C(C)C(=O)Nc1ccc(C)cc1 (stereo unspecified)
-1.1	CSc1nc2sc3c(c2c2nnnn12)CCCC3
-5.4	O=C(C1=C[C@@H](c2ccc(Br)cc2)C[C@@H](OCCCCO)O1)N1CCN(Cc2ccccc2)CC1
4.0	CCOc1ccc(S(=O)(=O)N(CC)CC(=O)N2CCCC2)cc1
-0.8	Cc1ccccc1NC(=O)c1c(F)c(F)c(F)c(F)c1F
-1.2	O=C(CN1CCN(Cc2ccccc2)CC1)N/N=C/c1ccccc1F
-0.4	Nc1ccccc1Nc1ccccc1
-3.6	CCCC(C(=O)NC1CCCC1)N(C(=O)c1snc(C(N)=O)c1N)c1ccc(OCC)cc1 (stereo unspecified)
2.5	Cc1c(O)ccc2c(-c3ccccc3)cc(=O)oc12
1.7	Cc1cc(=O)[nH]c(SCC(=O)Nc2ccc(F)c([N+](=O)[O-])c2)n1
1.0	Cc1cccc(-n2c(C)n[nH]c2=S)c1C
1.1	COc1ccc(C(=O)NC2CCN(C(=S)NCc3ccco3)CC2)cc1
-0.3	CCOC(=O)c1ccc(NC(=O)c2ccccc2C)cc1
1.1	CCC[C@H]1[C@@H](OC(=O)NCc2ccc(Cl)cc2)CC[C@@]23CCCN2C(=O)CCC[C@@H]13
-0.4	O=C(/C=C/c1ccccc1)N(Cc1cccc(Cl)c1)C1CCS(=O)(=O)C1 (stereo unspecified)
-2.2	CC(=O)[C@@H]1[C@@H]2C(=O)N(c3ccc(F)c(Cl)c3)C(=O)[C@@H]2C2c3ccccc3C=CN21 (stereo partly specified)
0.0	COc1ccc(Cn2c(O)c(C=Nc3ccccc3)c3ccccc3c2=O)cc1
-0.9	COC(=O)c1sc(-c2ccc(Cl)cc2)cc1NC(=O)/C=C/C(=O)O
1.9	COc1ccc(NC(=O)Cc2nnc(N)s2)cc1
-2.2	CCCCN(Cc1ccccc1)S(=O)(=O)c1cc2c(cc1Br)CC(C)N2C(C)=O (stereo unspecified)
-1.4	CS(=O)(=O)Nc1ccc(C(=O)N2CCc3ccccc3C2)cc1

Overlap with the part before: 4 entries; new compounds follow.
TTR transcr act	canonical_smiles
-0.9	COC(=O)c1sc(-c2ccc(Cl)cc2)cc1NC(=O)/C=C/C(=O)O
1.9	COc1ccc(NC(=O)Cc2nnc(N)s2)cc1
-2.2	CCCCN(Cc1ccccc1)S(=O)(=O)c1cc2c(cc1Br)CC(C)N2C(C)=O (stereo unspecified)
-1.4	CS(=O)(=O)Nc1ccc(C(=O)N2CCc3ccccc3C2)cc1
1.8	CCCCn1c(N)c(N(CCC(C)C)C(=O)c2[nH]c(C)c(C(=O)OCC)c2C)c(=O)[nH]c1=O
3.8	Cc1ccc(Nc2cc(Cl)nc(N)n2)c([N+](=O)[O-])c1
-0.2	O=S1(=O)c2ccc(N3CCCC3)cc2Oc2ccccc2CN1Cc1cn(Cc2cccc(F)c2)nn1
-1.1	O=C(Nc1ccc(S(=O)(=O)Nc2cnc3ccccc3n2)cc1)c1ccc(Cl)c([N+](=O)[O-])c1
5.1	CC(C)NC(=O)CSc1c2c(nc3ccccc13)CCCC2
-0.6	COc1ccc(C(c2nnnn2C2CCCCC2)N2CCN(C)CC2)c(OC)c1 (stereo unspecified)
0.1	CCNC(=O)NC(=O)C(C)OC(=O)c1ccc(-n2nc(SC)sc2=S)cc1 (stereo unspecified)
-1.0	CCOC(=O)c1c(CN2CCCCC2)oc2ccc(OC)cc12
-1.9	CCOC(=O)c1c(NC(=O)c2nn(CC)cc2Br)c(C#N)nn1-c1ccccc1
1.0	Cc1cccc(NC(=S)Nc2cccc(C)n2)n1
8.0	CCOCCn1c(CCCO)nc2ccccc21
-0.6	CC1CCC(NC(=O)C2c3ccccc3C(=O)N2Cc2ccc3c(c2)OCO3)CC1 (stereo unspecified)
-1.2	O=C(COC(=O)c1ccncc1)Nc1cccc(Cl)c1
1.6	COc1ccc(C2=CSC3=NCCN23)cc1F
0.9	COC(=O)c1cc(C(=O)OC)n(Cc2ccc(Br)cc2)n1
1.0	CC1(C)CC(=O)C/C(=N/NC(=O)c2ccc(-c3ccccc3)cc2)C1
0.5	O=S(=O)(NCc1csc(-c2cccnc2)n1)c1ccc(Br)cc1
0.1	COc1ccccc1C(=O)NC1CCCCN(Cc2ccccc2C)C1=O (stereo unspecified)
5.4&1.0	O=S(=O)(/N=C(/Nc1cc(N2CCOCC2)ncn1)c1ccc(F)cc1)c1ccccc1
3.1	COc1cc(C2C(C(=O)c3ccco3)=C(O)C(=O)N2c2cc(C)on2)cc(Br)c1O (stereo unspecified)
0.3	CCOC(=O)C(CCCP(=O)(c1ccccc1)c1ccccc1)(NC(C)=O)C(=O)OCC
1.6	Cc1cc(NC(=O)CSc2nnc(C)c(=O)n2N)no1
11.4*	CCOc1ccc(NC(=O)COc2ccc(S(=O)(=O)N3CCCC3)cc2)cc1
-0.8	CC(NC(=S)NC(=O)c1cccs1)c1ccccc1 (stereo unspecified)
1.2	O=C(Nc1nnc(Cc2ccccc2)s1)C1CCC1

Marked active in TTR transcr act, of those listed so far:
TTR transcr act	canonical_smiles
11.4*	CCOc1ccc(NC(=O)COc2ccc(S(=O)(=O)N3CCCC3)cc2)cc1

Continued.
TTR transcr act	canonical_smiles
-0.6	CC(=O)c1cc(C#N)c(N2CCCC2)nc1C
1.4	Cc1c(NC(=O)N(C)c2ccccc2)c(=O)n(-c2ccccc2)n1C
-2.3	N#Cc1c(-c2cccs2)nc(SCC(=O)c2ccc(Br)cc2)[nH]c1=O
-0.8	Cc1cc(NC(=O)CSCC(=O)OCc2nnc(-c3ccc(F)cc3)o2)no1
1.8	O=P(c1ccccc1)(c1ccccc1)c1cnc2ccccn12
-2.6	c1ccc(Oc2nc(-c3ccccn3)nc3ccccc23)cc1
0.0	COc1ccc(C(=O)NC[C@H]2O[C@@H](n3cnc4c(N)ncnc43)[C@H](O)[C@@H]2O)cc1OC
-1.9	COc1ccc(C(=O)/C=C/C(=O)N(CC(=O)NCCC(C)C)Cc2cccs2)c(O)c1
0.4	CC1CCN(C(=O)C2CCN(S(=O)(=O)c3cccs3)CC2)CC1
-2.1	CCOc1cc(/C=C2/SC(=S)N(CC3CCCO3)C2=O)ccc1O (stereo unspecified)
1.1	CCOC(=O)CN1C(=O)S/C(=C/c2ccco2)C1=O
0.8	COc1ccccc1N1CCN(/N=C/c2ccccc2C(=O)O)CC1
-0.3	Cc1cccc(NC(=O)CSCC(=O)Nc2cccc3ncccc23)c1
0.5	O=C(NCc1ccccn1)C1CCCN(S(=O)(=O)c2ccc(Br)cc2)C1 (stereo unspecified)
2.4	Clc1ccc(-c2csc(-c3ccncc3)n2)cc1
1.3	Cc1[nH]c2ccccc2c1CC#N
7.4	COc1cc2c(cc1O)[C@@H]1Cc3cc(OC)c(OC)cc3C(C2)N1C
8.7	CCCCNC(=O)CSc1nc2ccccc2n1S(=O)(=O)c1ccc(Cl)cc1
-1.5	CC(C)(C)NC(=O)C(c1ccc(C#N)cc1)n1c(=O)c(-c2ccco2)nc2ccccc21 (stereo unspecified)
-1.5	N/C(=N\N=C/c1ccc(Br)cc1)N/N=C\c1ccc(Br)cc1
0.3	Cc1cc2oc(C(=O)N3CCN(Cc4ccccc4)CC3)c(C)c2cc1C
3.3	O=C(NCC1(N2CCCCC2)CCCCC1)c1ccc(NS(=O)(=O)c2ccccc2)cc1
-0.5	CC(=O)Cn1c(CN2CCCCC2)nc2ccccc2c1=O
0.3	CCOC(=O)c1oc2ccc(Cl)cc2c1NC(C)=O
1.1	N#Cc1ccccc1S(=O)(=O)N1CCN(C(=O)C2CCCCC2)CC1

(listing goes on)
TTR transcr act	canonical_smiles
-0.4	CCOC(=O)Nc1nn(-c2ccc(C)cc2)c(=O)c(C#N)c1C
-4.0	COc1cccc(OCCCN2CCN(S(=O)(=O)c3ccc(NC(C)=O)cc3)CC2)c1
1.6	O=S(=O)(Nc1ccc(N2CCCCC2)cc1)c1ccccc1F
0.6	O=C(Cc1cccc(C(F)(F)F)c1)NCc1ccc(Cl)cc1
-2.1	COCOCCn1cc(CN2CCS(=O)(=O)N(Cc3ccc(-c4ccc(Cl)cc4)cc3)C(CC(C)C)C2=O)nn1 (stereo unspecified)
-1.3	Cc1ccc(/C=C2/Sc3ccccc3N(CC(=O)NCCCOC(C)C)C2=O)cc1
-3.8	Cc1cc(NC(=O)CSc2nnc(COc3ccccc3)o2)no1
4.8	O=C(COc1ccc(Br)cc1)OCc1nnc(-c2ccccc2)o1
3.8	NC(=O)C1CCN(c2nc(-c3ccc4ccccc4c3)cs2)CC1
-0.4	COc1cc(C(=O)NNC(=O)c2ccc3ccccc3n2)cc(OC)c1OC
1.1	COc1ccccc1C(=O)N1CCNC(=O)C1CC(=O)Nc1cccc(C)c1 (stereo unspecified)
-0.2	Cc1ccc(/C([O-])=C(/C(=S)NCc2ccccc2)[n+]2cccc(CO)c2)cc1[N+](=O)[O-]
0.6	CCC(=O)Nc1sc2c(c1C(N)=O)CCC2
-0.8	COc1ccc(C2=NOC(C(=O)NCc3ccccn3)C2)cc1 (stereo unspecified)
0.1	COc1ccc(CCN(C)C(=O)CCNS(=O)(=O)c2ccccc2C(F)(F)F)cc1OC
0.7	CCSc1nc2c(c(=O)[nH]c(=O)n2C)n1CC(O)COc1ccccc1 (stereo unspecified)
-0.8	O=C(c1ccco1)N1CCc2[nH]nc(-c3ccc(Cl)cc3)c2C1
-1.6	O=C(Oc1ccc([N+](=O)[O-])cc1)c1cncc(Br)c1
1.5	CN(CC(=O)OCC(=O)Nc1ccccc1)S(=O)(=O)c1ccc(Cl)cc1
-0.5	CC(=O)Nc1ccc(NC(=O)CS(=O)(=O)c2cn(CC(=O)N3CCCC3)c3ccccc23)cc1
-0.7	CCOC(=O)C1CCCN(C(=S)Nc2ccc(OC)cc2)C1 (stereo unspecified)
-2.3	COc1cc(C(=O)N[C@H](C(=O)NC(C)C23CC4CC(CC(C4)C2)C3)C(C)C)cc(OC)c1OC (stereo partly specified)
-3.1	CCCc1ccc(C(O)c2ncc(-c3cccc(F)c3)[nH]2)cc1 (stereo unspecified)
0.9	Cn1c(COc2ccccc2)nnc1SCC(=O)NNC(=O)C1CCCCC1
1.0	COc1ccc(NC(=S)N(Cc2ccc(Cl)cc2)Cc2ccc(C(=O)O)cc2)cc1Cl

(list continues)
TTR transcr act	canonical_smiles
-1.2	Cc1ccc(O)c(C(=O)c2cnc3c(c2)COc2ccccc2-3)c1
2.5	O=C1NC2(CCCCC2)C(=O)N1/N=C/c1ccc(O)cc1O
0.1	COc1ccccc1NC(=O)CSc1nnnn1-c1ccccc1F
0.2	O=C(NCCN1CCN(c2ccccc2)CC1)c1ccc2c(c1)[nH]c(=S)n1c3ccccc3nc21
-1.2	COc1ccc(C(CCNCc2ccccc2F)c2ccc(F)cc2)cc1 (stereo unspecified)
-1.1	Nn1cnn(Cc2ccccc2)c1=S
10.1*	COc1ccccc1OCCN1C(=O)S/C(=C\c2ccco2)C1=O
0.8	CN(C)S(=O)(=O)c1cccc(NC(=O)CNCC2CCCCC2)c1
-0.5	COc1ccc(/C=N\NC(=O)c2nn(C)cc2Cl)cc1CN1CCOCC1
2.7	CCCCn1c(N)c(N(Cc2ccccc2OC)C(=O)C(C)Oc2ccc(Br)cc2)c(=O)[nH]c1=O (stereo unspecified)
-0.3	Cc1ccc(NC2(C(N)=O)CCCC2)cc1
0.4	Cc1ccc2[nH]c3c(Cl)ncnc3c2c1
2.4	O=C(Nn1cc(C(=O)Nc2ccccc2F)c2ccccc2c1=O)c1cnccn1
1.9	Cc1ccc(Cn2nc(C)c(/C=N/NC(=O)c3cccnc3)c2C)cc1
-0.5	Cc1ccc2c(CN3CCN(S(=O)(=O)c4ccccc4C(F)(F)F)CC3)cc(=O)oc2c1C
1.4	O=C(Oc1cccc2cccnc12)c1ccc2c(c1)OCCO2
3.2	O=C1CC(c2cccc(Cl)c2)Cc2nc(N3CCOCC3)ncc21 (stereo unspecified)
-0.7	O=C(CN1CCN(Cc2ccc(F)cc2)C1=O)NCc1cccs1
0.5	N#C/C(=C\c1cccc(Br)c1)C(=O)N1CCCCC1
-1.0	Cc1ccc(NC(=S)N(CCN(C)C)Cc2cc3cc(C)ccc3[nH]c2=O)cc1
0.8	CCCCC1CCC(C(=O)N(CCOC)c2c(N)n(CC(C)C)c(=O)[nH]c2=O)CC1 (stereo unspecified)
-0.7	O=C(COC(=O)c1cc2ccccc2cc1O)NC(=O)NCc1ccco1
4.8	COc1ccc(C(CCN2CCN(c3ccccc3)CC2)c2c(OC)cc(OC)c3c(-c4ccccc4)cc(=O)oc23)cc1 (stereo unspecified)
0.1	CCOc1cc2[nH]c(=S)n(CCCOC)c(=O)c2cc1OCC
3.5	COc1ccc(C(=O)Nn2cnc3scc(-c4cccs4)c3c2=O)c(O)c1
-0.6	CC(NC(=O)COC(=O)c1ccccc1F)C1CC2CCC1C2 (stereo unspecified)
-0.1	COc1ccc(CN2CC(C(=O)NCc3ccc4c(c3)OCO4)CC2=O)cc1 (stereo unspecified)

Six structures out of the list, ordered by SMILES length, falling.
TTR transcr act	canonical_smiles
4.8	COc1ccc(C(CCN2CCN(c3ccccc3)CC2)c2c(OC)cc(OC)c3c(-c4ccccc4)cc(=O)oc23)cc1 (stereo unspecified)
-0.5	Cc1ccc2c(CN3CCN(S(=O)(=O)c4ccccc4C(F)(F)F)CC3)cc(=O)oc2c1C
-0.5	COc1ccc(/C=N\NC(=O)c2nn(C)cc2Cl)cc1CN1CCOCC1
-0.7	O=C(COC(=O)c1cc2ccccc2cc1O)NC(=O)NCc1ccco1
-0.7	O=C(CN1CCN(Cc2ccc(F)cc2)C1=O)NCc1cccs1
-0.6	CC(NC(=O)COC(=O)c1ccccc1F)C1CC2CCC1C2 (stereo unspecified)

Not all compounds are listed; the hit share may differ from the screen's.
